# GSH bead fluor – compound fluorescence on glutathione beads, profiling panel, artefact control, biophysical, 488/530 nm, flow cytometry. fluorescence (KMESF) at 10 µM. 0.25% of 190,000 active. AID 1776, 2009. GSH beads flow cytometry, compound fluorescence 488/530 nm; active compounds read high; in the data active means fluorescence above about 89;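 further: glutathione beads carrying GST-tagged Bcl family fusion proteins plus one bare bead set; values are compound well signal with DMSO vehicle wells as background; inactives centre near 16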
# Bim-Bcl-B – inhibitors of Bim-Bcl-B binding, primary screen, biochemical, multiplexed, human Bcl-2 family; 0.073% of 190,000 active; inhibition, % at 10 µM; bead-based flow cytometry, Bim peptide-Bcl-B binding; AID 951, 2007;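 further: 0% = tracer peptide without compound and 100% = reference inhibitor peptide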
# Avidin bead fluor – green autofluorescence of compounds with avidin beads – biophysical, 488/530 nm, flow cytometry, artefact control, profiling panel. compound fluorescence 488/530 nm; active compounds read high. fluorescence (KMESF) at 10 µM. 0.38% of 220,000 active. AID 1775, 2009; in the data active means fluorescence above about 47; further: inactives centre near 10
# Bcl-2 Bim block – inhibitors of Bim-Bcl-2 binding, primary screen, biochemical, multiplexed, human Bcl-2 family; Bead-based flow cytometry, Bim peptide-Bcl-2 binding; inhibition, % at 10 µM; 0.06% of 190,000 active; in the data active means inhibition above about 40%; inconclusive means no clear call, values can overlap the other calls;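 further: 0% = no compound wells with probe peptide and 100% = reference peptide inhibitor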
# ABCG2 inh – ABCG2 efflux pump inhibitors, primary screen, multiplex with ABCB1, IgMXP3 cells, flow cytometry | Broad substrate specificity ATP-binding cassette transporter ABCG2 (Homo sapiens), Q9UNQ0 | JC-1 efflux | inhibition, % at 6.6 µM | 0.1% of 190,000 active | AID 1325, 2008;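 active means inhibition above 80%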;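 further: 0% = DMSO and 100% = nicardipine control wells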
# Target sequence (Q9UNQ0 whole entry, looked up): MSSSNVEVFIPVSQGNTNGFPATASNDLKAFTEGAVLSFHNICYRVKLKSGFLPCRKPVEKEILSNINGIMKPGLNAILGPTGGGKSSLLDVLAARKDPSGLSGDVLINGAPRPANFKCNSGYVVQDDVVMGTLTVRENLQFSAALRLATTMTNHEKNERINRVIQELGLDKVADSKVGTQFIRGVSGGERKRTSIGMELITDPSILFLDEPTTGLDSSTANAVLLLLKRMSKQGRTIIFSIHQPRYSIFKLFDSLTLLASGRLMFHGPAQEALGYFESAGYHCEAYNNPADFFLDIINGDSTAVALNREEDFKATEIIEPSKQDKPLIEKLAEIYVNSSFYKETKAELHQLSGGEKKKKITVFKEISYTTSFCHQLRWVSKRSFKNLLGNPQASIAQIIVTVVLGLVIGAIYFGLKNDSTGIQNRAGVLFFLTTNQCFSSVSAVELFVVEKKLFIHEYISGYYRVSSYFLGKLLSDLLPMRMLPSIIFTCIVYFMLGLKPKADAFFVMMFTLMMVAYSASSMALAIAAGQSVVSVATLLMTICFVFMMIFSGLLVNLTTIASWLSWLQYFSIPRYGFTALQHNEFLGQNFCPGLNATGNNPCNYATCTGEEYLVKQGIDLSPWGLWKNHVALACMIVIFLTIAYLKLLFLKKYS
#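 Measure – % inhibition of efflux relative to nicardipine and DMSO · Test system – ABCG2 IgMXP3 and barcoded ABCB1 CCRF-Adr cell mix · Control set – nicardipine as high control, DMSO as low control · Compound – one concentration, 6.6 µM final · Signal – flow cytometry of retained JC-1 fluorescence · Timing – 10 min exposure at 25 °C with rotation, no wash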
# ABCB1 inh – ABCB1 efflux pump inhibitors, primary screen, cell-based, multiplex, flow cytometry, ABCG2 counter-screen | CCRF-Adr cells, JC-1 efflux | 0.067% of 190,000 active | inhibition, % at 6.6 µM; in the data active means inhibition above about 40%;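 further: 0% = vehicle and 100% = reference inhibitor; higher value means more JC-1 retained so stronger ABCB1 efflux block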
# RGS4-Gao reg – modulators of RGS4 binding to Galphao, primary screen, biochemical, multiplexed bead flow cytometry. Guanine nucleotide-binding protein G(o) subunit alpha (Homo sapiens), P09471. actives lie on both sides. binding response (% of control), % at 10 µM. 0.33% of 220,000 active; in the data active means binding response below about 49% or above about 150%; inactive means in between;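 further: fluorescent Galphao activated with aluminum fluoride binding bead-coupled RGS4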
# Bcl-XL Bim block – inhibitors of Bim-Bcl-XL binding, primary screen, biochemical, multiplexed, bead flow cytometry, human Bcl-XL; Bcl-2-like protein 1 (Homo sapiens), Q07817; Bim peptide-Bcl-XL binding, fluorescence; inhibition, % at 10 µM; 0.04% of 190,000 active; AID 1007, 2008
# RGS7-Gao – RGS7-Galphao binding modulators, primary screen, biochemical, multiplexed bead flow cytometry; Guanine nucleotide-binding protein G(o) subunit alpha (Homo sapiens), P09471; actives lie on both sides; binding response (% of control), % at 10 µM; 0.35% of 220,000 active; AID 1439, 2008; in the data active means binding response below about 49% or above about 150%; inconclusive means no clear call, values can overlap the other calls; inactive means in between;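 further: fluorescent Galphao held in activated GDP-AlF4 state binding bead-coupled RGS7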
# Bim-Bcl-W – inhibitors of Bim binding to Bcl-W, primary screen, biochemical, multiplexed, bead-based flow cytometry; Bcl-2-like protein 2 (Homo sapiens), Q92843; Bim peptide-Bcl-W binding; inhibition, % at 10 µM; 0.02% of 190,000 active; AID 952, 2007;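 further: 0% = bound tracer without compound and 100% = peptide blocker; higher means less fluorescent Bim peptide bound to Bcl-W beads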
# Target sequence (Q92843 whole entry, looked up): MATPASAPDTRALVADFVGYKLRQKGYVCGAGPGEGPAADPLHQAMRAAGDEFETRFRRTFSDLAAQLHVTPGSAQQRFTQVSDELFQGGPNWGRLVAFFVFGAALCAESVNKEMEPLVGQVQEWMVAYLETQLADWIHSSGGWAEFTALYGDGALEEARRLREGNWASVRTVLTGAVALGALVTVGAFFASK
# Bim-Bfl-1 – inhibitors of Bim binding to Bfl-1, primary screen, biochemical, multiplexed, bead-based flow cytometry | 0.12% of 190,000 active | Bcl-2-related protein A1 (Homo sapiens), Q16548 | inhibition, % at 10 µM | AID 1008, 2008 | Bim-Bfl-1 binding inhibition;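 further: 0% = wells without compound plus tracer and 100% = blocker peptide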
# Active calls of the source: *; ? = inconclusive; / = not tested or not shown. Unless noted, no stated cut-off is given here; in the data, active means inhibition above about 40%.
SMILES,GSH bead fluor,Bim-Bcl-B,Avidin bead fluor,Bcl-2 Bim block,ABCG2 inh,ABCB1 inh,RGS4-Gao reg,Bcl-XL Bim block,RGS7-Gao,Bim-Bcl-W,Bim-Bfl-1
COc1cc(CC(=O)Nc2ccc3nc(C)sc3c2)cc(OC)c1OC,17,-11,10,-7,6,1.0,100,-8,97,-6,-4
CC(C)OC(=O)c1ccc(N2C(=O)C3CC=CCC3C2=O)cc1 (stereo unspecified),38,-11,14,-14,15,0.5,102,-13,105,-4,-23
Cc1ccc(NC(=O)c2ccc(OC(=O)C(C)Oc3ccc(Cl)cc3C)cc2)cc1 (stereo unspecified),12,-4,15,-3,-2,-0.9,99,-3,100,-2,-5
O=C(COC(=O)c1ccc(S(=O)(=O)NCc2ccco2)cc1)NC1CCCCC1,268*,-2,6,-8,1,0.2,96,-39,94,1,-13
Cc1cc(C)c(S(=O)(=O)N(CC(=O)NCc2cccnc2)C2CCCCC2)c(C)c1,30,-6,7,-8,-1,1.6,89,-9,88,-1,-12
Cc1ccccc1NC(=O)Cn1cnc2c1c(=O)n(C)c(=O)n2C,18,1,37,-1,0,0.1,103,0,103,-2,-3
CCN(CC)CCNCc1cc(Cl)ccc1OCc1ccccc1F,19,1,9,-1,-6,-0.5,102,0,?,-3,4
CCN(CCCNC(=O)CNC(=O)Cn1cnc2ccccc2c1=O)c1cccc(C)c1,24,-6,30,-11,4,0.5,103,-5,99,0,-15
Cn1c(SCC(=O)N2c3ccccc3CCc3ccccc32)nnc1-c1ccc(O)cc1,15,-8,13,-4,3,0.4,102,-8,100,-7,-13
O=C(OCN1C(=O)c2ccccc2C1=O)C1CCCCC1,14,-7,17,-9,4,0.9,80,-2,85,0,-11
CC(NC(=O)CSc1nc2ccccc2n1CCC#N)c1ccc(F)cc1 (stereo unspecified),57,-9,10,-5,2,0.9,104,2,101,3,-15
CCSc1nc(C)c(CCOc2cccc(C)c2)c(=O)[nH]1,27,-3,10,-4,4,0.0,100,1,99,-1,-3
CCOC(=O)c1c(-c2ccc(Cl)cc2)c(C#N)c(=O)n(N)c1N,70,1,2,2,2,1.2,82,-1,84,0,1
c1ccc(CN2CCC(N=C3NN=C(c4ccc5c(c4)OCCO5)CS3)CC2)cc1,15,-2,9,-5,4,1.6,98,-3,?,-2,-2
CCOc1ccccc1C1C(C(=O)OC)=C(N)OC2=C1C(=O)CCC2 (stereo unspecified),41,-13,10,-3,1,0.5,104,-6,105,-1,-10
COc1ccc([N+](=O)[O-])cc1COc1ccc2c(-c3ccccc3)cc(=O)oc2c1,17,-4,4,1,0,-0.2,108,-2,111,-1,1
CCn1c(SCC(=O)Nc2cc(OC)c(OC)c(OC)c2)nnc1-c1cccs1,39,-9,12,-8,35,1.7,98,-7,100,-4,-16
COc1cc(N(C)C)c(NC(C)=O)cc1C(=O)O,34,-15,7,-11,0,0.2,102,6,98,0,-13
CC(=O)NC(Cc1ccccc1)C(=O)NC1CCN(c2ncccc2[N+](=O)[O-])CC1 (stereo unspecified),10,-3,17,0,3,/,100,-3,101,-3,-1
CNC(=S)N/N=C(\C)c1ccc(Cl)c(Cl)c1,13,-7,12,-5,36,0.9,99,-8,?,-7,-11
Cc1nc(SCC2(C)CC2(Cl)Cl)n[nH]1 (stereo unspecified),9,5,5,3,0,-0.4,95,0,86,-1,5
COc1ccc(/C=N/NC(=O)Cn2nc(C)c([N+](=O)[O-])c2C)cc1,/,0,15,0,11,1.0,100,-4,97,1,-2
COc1ccccc1-c1nc(SCc2ccccn2)n[nH]1,12,-7,21,-7,10,0.5,102,-10,104,-5,-3
COc1ccc(CNn2c(-c3cccc(C)c3)nc3ccccc3c2=O)cc1OC,9,1,16,1,4,1.8,130,0,111,0,-1
O=C(Nc1cccnc1)c1ccc(Br)s1,14,-6,9,-8,61,0.9,98,-4,97,1,-11
O=C(CCNS(=O)(=O)c1cccs1)NCc1cccs1,26,-3,7,2,-6,-3.2,103,-1,106,1,-2
Cc1ccc(C2C3=C(CCCC3=O)OC3=C2C(=O)CCC3)cc1,9,0,5,-3,-3,0.2,96,-1,103,0,-7
CCc1cccc(CC)c1NC(=S)N1CCn2cccc2C1c1ccncc1 (stereo unspecified),14,-2,11,-1,-1,-0.2,88,0,88,-1,-1
O=C(O)c1nn(-c2ccccc2)nc1-c1nn(-c2ccccc2)nc1C(=O)O,22,1,12,0,1,0.6,105,0,100,1,2
CCc1nnc(NC(=O)CSc2nnc(-c3cccnc3)n2CCc2ccccc2)s1,30,3,9,5,0,-0.2,108,3,106,6,12
O=C(O)c1cc(-c2c[nH]c3ccccc23)nc2ccc3ccccc3c12,10,0,20,0,-2,-0.9,98,-3,99,-2,-8
Cc1ccccc1NC(=O)Cn1c(=O)sc2ccccc21,27,0,13,-4,0,0.1,99,0,99,2,-3
CC(C)CC(O)C1CCN(C(=O)CCc2nnc(-c3ccccc3)o2)CC1 (stereo unspecified),11,-1,14,-2,2,-0.1,102,-1,103,3,-4
CCOC(=O)C1=C(C)OC(N)=C(C#N)C1c1cc(SCC)oc1C (stereo unspecified),9,-6,18,-2,4,1.1,100,-4,100,-2,-9
CN1CCN(c2ccc(C(=O)c3ccc(Br)cc3)cc2[N+](=O)[O-])CC1,22,0,11,0,19,2.4,100,-1,100,-1,-3
O=C(COC(=O)C1CC(=O)N(Cc2ccccc2)C1)Nc1ccc2c(c1)OCO2 (stereo unspecified),35,-4,4,-5,7,0.9,106,-9,106,2,-6
Cc1ccc(S(=O)(=O)N(C)C)cc1NC(=S)Nc1ccc2[nH]c(=O)[nH]c2c1,13,-9,11,2,13,0.8,103,-4,?,0,4
Cc1cc(Oc2ccc(Br)cc2)nc(SCC(=O)c2ccccc2)n1,11,-5,4,-4,20,0.8,99,-4,99,-1,1
Cc1ccc(N=c2c([N+](=O)[O-])nn(-c3ccc4c(c3)OCCO4)n2O)cc1F,11,-3,11,0,2,0.4,93,1,?,1,0
CC(=O)N1CCc2c(sc(NC(=O)C3CC3)c2-c2nc3ccccc3s2)C1,14,-9,6,-8,3,1.8,100,-2,103,-1,-5
O=C(CCn1nc(-c2ccc(Cl)cc2)ccc1=O)N1CCOCC1,38,-9,10,-9,1,0.0,96,-18,95,0,-12
Cc1ccccc1-n1c(=O)cc(N2CCN(Cc3ccccc3)CC2)[nH]c1=O,18,-3,5,-9,0,0.0,101,-2,96,0,-10
O=C(CSc1nc(Cc2ccccc2)nc2ccccc12)Nc1ccc2c(c1)OCCO2,25,-8,20,-3,24,2.3,104,-6,103,2,-13
O=C(Cn1nc(-c2ccccc2F)ccc1=O)NCc1ccc2c(c1)OCO2,18,-1,5,-2,1,0.3,109,0,110,1,-10
COc1ccc(N2CCN(C(=O)c3ccc(NS(=O)(=O)c4ccc(F)c(F)c4)cc3)CC2)cc1,25,-7,4,-4,7,0.4,101,-2,98,3,-10
O=C(NC1CCN(Cc2ccccc2)C1)c1cc(COc2ccc(F)cc2F)on1 (stereo unspecified),18,-6,6,-3,-4,-1.8,98,-3,101,-2,-2
COc1cc(NC(=O)c2ccccc2)cc(OC)c1,16,-5,6,2,1,0.3,105,-7,106,-3,2
CCN(Cc1ccncc1)C(=O)CSc1ccc2ccccc2c1,13,-1,13,-3,0,0.2,104,1,?,0,-5
O=C(NCc1cccnc1)c1cccnc1Sc1ccc(Cl)cc1,13,-1,22,1,0,0.2,87,-4,92,-1,4
O=C(NCCN=C1NS(=O)(=O)c2ccccc21)c1ccc(S(=O)(=O)N2CCOCC2)cc1,26,-6,13,-6,0,-0.3,94,7,94,-2,-7

# Grouped by structure: the entries above with a Cl atom.
SMILES,GSH bead fluor,Bim-Bcl-B,Avidin bead fluor,Bcl-2 Bim block,ABCG2 inh,ABCB1 inh,RGS4-Gao reg,Bcl-XL Bim block,RGS7-Gao,Bim-Bcl-W,Bim-Bfl-1
Cc1ccc(NC(=O)c2ccc(OC(=O)C(C)Oc3ccc(Cl)cc3C)cc2)cc1 (stereo unspecified),12,-4,15,-3,-2,-0.9,99,-3,100,-2,-5
CCN(CC)CCNCc1cc(Cl)ccc1OCc1ccccc1F,19,1,9,-1,-6,-0.5,102,0,?,-3,4
CCOC(=O)c1c(-c2ccc(Cl)cc2)c(C#N)c(=O)n(N)c1N,70,1,2,2,2,1.2,82,-1,84,0,1
CNC(=S)N/N=C(\C)c1ccc(Cl)c(Cl)c1,13,-7,12,-5,36,0.9,99,-8,?,-7,-11
Cc1nc(SCC2(C)CC2(Cl)Cl)n[nH]1 (stereo unspecified),9,5,5,3,0,-0.4,95,0,86,-1,5
O=C(CCn1nc(-c2ccc(Cl)cc2)ccc1=O)N1CCOCC1,38,-9,10,-9,1,0.0,96,-18,95,0,-12
O=C(NCc1cccnc1)c1cccnc1Sc1ccc(Cl)cc1,13,-1,22,1,0,0.2,87,-4,92,-1,4

# Bioassay records: PubChem BioAssay, NMMLSC
